AmpC inh no detg = qHTS Inhibitors of AmpC Beta-Lactamase (assay without detergent) | 330,000 compounds, 0.52% hits | AID 485341, 2010 | P00811 | Potency, µM (series often up to 57.1 µM), for the others: top-dose activity change, negative = inhibition, actives largely listed as inhibitors | AmpC nitrocefin hydrolysis, absorbance 480 nm, 0.0001% Triton;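 also: potency is read from the fitted curve at half-maximal effect; plate controls were no compound for no effect and no enzyme for full effect; nearly all actives have a fitted effect of over 20% in size; some results filed as inactive show a strong effect at the top dose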
Target sequence (P00811 whole entry, looked up): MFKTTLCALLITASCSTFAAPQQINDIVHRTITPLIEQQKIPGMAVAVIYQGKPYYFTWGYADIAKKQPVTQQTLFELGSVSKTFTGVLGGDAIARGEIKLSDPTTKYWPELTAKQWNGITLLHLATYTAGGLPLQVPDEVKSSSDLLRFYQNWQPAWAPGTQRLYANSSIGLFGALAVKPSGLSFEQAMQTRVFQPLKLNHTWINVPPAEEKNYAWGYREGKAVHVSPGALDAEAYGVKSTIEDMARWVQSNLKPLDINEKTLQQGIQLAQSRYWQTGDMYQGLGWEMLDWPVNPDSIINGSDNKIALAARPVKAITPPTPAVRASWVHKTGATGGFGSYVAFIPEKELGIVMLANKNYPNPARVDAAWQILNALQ
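20 mM phosphate pH 7.0 + 0.01% (detergent screen) or 0.0001% Triton X-100; 5.3 nM AmpC reagent; cpd preinc 15 min RT; nitrocefin (800 uM stock) to start; A480 q20 s × 4 min; Activity was normalised to no-enzyme and no-compound control wells.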
AmpC inh detg = qHTS Inhibitors of AmpC Beta-Lactamase (assay with detergent). P00811. AmpC hydrolysis of nitrocefin, absorbance 480 nm, 0.01% Triton. Potency, µM (top dose mostly 114 µM), for inactives: at the top dose activity change, negative = inhibition, hits mostly inhibitors. 370,000 compounds, 0.041% hits;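 also: potency is read from the fitted curve at half-maximal effect; 0% = no-compound wells and -100% = no-enzyme wells; nearly all actives have a fitted effect of over 25% in size; some results filed as inactive show a strong effect at the top dose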
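20 mM phosphate pH 7.0 + 0.01% (detergent screen) or 0.0001% Triton X-100; 5.3 nM AmpC reagent; cpd preinc 15 min RT; nitrocefin (800 uM stock) to start; A480 q20 s × 4 min; Activity was normalised to no-enzyme and no-compound control wells.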
Giardia FBPA inh = qHTS Assay for Inhibitors of Fructose-1,6-bisphosphate Aldolase from Giardia Lamblia; AID 2451, 2010; Potency, µM (titrated, usually from 59.6 µM), without a hit: at the highest dose activity, negative = inhibition, most hits filed as inhibitors; A8B2U2; 290,000 compounds, 0.71% hits; purified Giardia FBPA; also: potency is read from the fitted curve at half-maximal effect; % is scaled to controls: 0 for no effect and ±100 for the full control effect; nearly all actives have a fitted effect of over 55% in size
Target sequence (A8B2U2 whole entry, looked up): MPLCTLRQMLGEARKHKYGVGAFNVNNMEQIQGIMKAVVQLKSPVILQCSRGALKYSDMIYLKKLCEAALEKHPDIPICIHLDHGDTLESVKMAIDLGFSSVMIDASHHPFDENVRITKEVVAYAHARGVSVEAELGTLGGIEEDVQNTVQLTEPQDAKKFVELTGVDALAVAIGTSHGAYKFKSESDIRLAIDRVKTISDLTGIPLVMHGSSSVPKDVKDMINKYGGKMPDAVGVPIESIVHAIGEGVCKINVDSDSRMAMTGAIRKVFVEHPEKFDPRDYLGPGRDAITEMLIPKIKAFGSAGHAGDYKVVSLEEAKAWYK
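Giardia FBPA (40 nM reagent) was preincubated 10 min at RT with compound (up to 57.5 uM final), then substrate plus GAPDH/TPI/NAD/arsenate coupling system with diaphorase/resazurin was added; resorufin fluorescence (525/598 nm) was read after 20 min.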
AMA1-RON2 inh = qHTS for Inhibitors of AMA1-RON; Towards Development of Antimalarial Drug Lead: Primary Screen. Potency, µM (doses to about 58.2 µM), for the others: top-dose activity change, negative = inhibition, actives largely listed as inhibitors. 360,000 compounds, 0.2% hits. AlphaScreen AMA1-biotinylated RON2 peptide binding;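 also: potency is read from the fitted curve at half-maximal effect; 0% = vehicle wells and -100% = peptide control; nearly all actives have a fitted effect of over 45% in size; some results filed as inactive show a strong effect at the top dose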
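AMA1 (3D7) with his tag at 25 nM final met compounds first, then biotinylated RON2 peptide at 25 nM; detection used donor plus acceptor beads, 10 µg/mL apiece, read by AlphaScreen after 30 min at room temperature.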
HCMV antiviral = qHTS Assay for inhibitors of the human cytomegalovirus (HCMV); HFF cells, HCMV-luciferase reporter, 72 h; hits give low values; activity change, negative = inhibition, % at 57.5 µM; AID 1259415, 2018; 410,000 compounds, 4.5% hits; in the data active = activity change below about -60%; inconclusive = no clear call, values can overlap the other calls; inactive = above about -39%; also: % is scaled to controls: 0 for no effect and ±100 for the full control effect
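Luciferase read-out from HCMV-luciferase-infected HFFs (MOI 1 PFU/cell) 72 h post infection at 37C; compounds added after 16 h cell attachment; activity normalized between buffer-only basal and Salinomycin (10uM) inhibitor controls.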
Cycloheximide cs = Cycloheximide Counterscreen for Small Molecule Inhibitors of Shiga Toxin | max response, % | AID 2314, 2010 | cell reporter, cycloheximide protein synthesis inhibition counterscreen | 300,000 compounds, 12% hits; in the data active = max response mostly above about 13%, no sharp cut-off; inactive = mostly below about 14%; also: read at 38.3 µM for the half of the compounds with a filed dose; 0% is about no effect
Shiga inhibitor = A qHTS for Small Molecule Inhibitors of Shiga Toxin | 290,000 compounds, 9.2% hits | AID 2315, 2010 | inhibition, % at 38.7 µM | Vero cells, Shiga toxin protein synthesis inhibition reporter; in the data active = inhibition mostly above about 28%, no sharp cut-off; inactive = mostly below about 43%; also: 0% is about no effect
Active calls of the source: *; ? = inconclusive; nt = no result given; & = joins results of further samples; [ ] = another dose, or the depositor's remark. Unless noted, calls follow the shape of the dose curve; as a rule, active = well fitted curve in the direction sought with a large enough effect; inconclusive = small, poorly fitted or top-dose-only effect, or another doubt; inactive = no such curve, though single readings can be large; an effect the other way counts as inactive or inconclusive. Compounds as they come (roughly 16% active in at least one column).

SMILES	AmpC inh no detg	AmpC inh detg	Giardia FBPA inh	AMA1-RON2 inh	HCMV antiviral	Cycloheximide cs	Shiga inhibitor
Cc1ccc(C2CC(c3ccccc3C)n3nc(N)nc3N2)cc1 (stereo not given)	16%	?	5%	-1%	5	-4	-2
CCCC(=O)Nc1ccc(C(=O)Nc2cc(C(F)(F)F)ccc2Cl)cc1	-15%	3%	-3%	0%	?	-5	-12
Cc1ccc(C(=O)O)cc1NC(=S)NC(=O)c1ccc([N+](=O)[O-])cc1Cl	-30%	-2%	-9%	16%[2.32 µM]	-11	-4	-10
O=C(Nc1ccccc1)C(=O)Nc1ccc2c(c1)N(C(=O)C1CC1)CCC2	-2%	?	nt	8%	213	nt	nt
CC1=C(C(=O)Nc2cccnc2)C(c2cccnc2)n2nc(-c3cccs3)nc2N1 (stereo not given)	-18%	-1%	3%	-3%	-31	-5	24
O=C(NC1CCCc2ccccc21)c1ccc2c(c1)OCO2 (stereo not given)	-23%	-11%	-11%	-7%	34	12	47
FC(F)(F)COc1ccc(-c2nnc(SCc3ccccc3)o2)cn1	-3%	-3%	3%	14%	41	-1	-10
CCc1noc(C)c1C(=O)N(C)CC(=O)Nc1ccc(F)c(F)c1F	?	?	nt	-9%	10	nt	nt
C[C@@]12C(=O)Nc3cc(F)ccc3C(=O)N1[C@H]1c3cc(Br)ccc3OC[C@@H]1[C@@H]2c1ccccc1	-8%	nt	nt	-8%	-31	nt	nt
Cc1noc(C)c1CN(C(=S)NC(C)C)c1ccccc1	1%	-5%	14%	0%	-2	1	23
Cc1cccc(C(=O)NNC(=O)c2ccco2)c1	-12%	-14%	0%	-1%	6	3	2
CCCN(CCC)CCCNC(=O)c1cc2cc3ccc(OC)cc3nc2o1	1%	-1%	-2%	10%	7	2	-12
CN(c1ccccc1)S(=O)(=O)c1nnc(NC(=O)COc2ccccc2)s1	-37%	3%&-2%	nt	18%	27&4	-3&-2	-5&-10
CN(C)CCCNc1oc(-c2cccc(Cl)c2)nc1C#N	-7%	?	5%	14%	4	8	44
CCOC(=O)C1CCN(C(=O)Nc2ccc(OC(F)(F)F)cc2)CC1	-2%	1%	0%	9%	44	34*	63
COC(=O)c1sccc1NC(=O)CC1C(=O)NCCN1C(=O)Nc1ccc(OCc2ccccc2)cc1 (stereo not given)	172%[activator]	-1%	-8%	-17%	89	-3	18
CCNC(=O)CSc1nc(-c2ccccc2)cs1	0%	6%	1%	5%	-9	44*	74*
CCc1ccc(C(=O)NC(=S)NCc2cccnc2)cc1	-32%	-4%	nt	2%	?	10	23
COc1ccc(Cl)cc1NC(=O)COC(=O)c1ccc(Br)o1	-10%	nt	nt	-6%	-28	nt	nt
Cc1ccc(/C=N/n2c(-c3cccs3)n[nH]c2=S)cc1	-36%	-9%	1%	19%	0	-2	-18
O=C(Cc1ccccc1)N/N=C/c1ccccc1Cl	-18%	-13%	-13%	3%	-23	41*	53
Cc1nn(-c2ccccc2)c(N2CCCC2)c1/C=N/NC(=S)Nc1ccccc1F	-22%	-3%	10%	77%[activator]	-61*	72*	98*
COc1ccc([C@H]2[C@H](C(=O)OC(C)(C)C)N3N=Cc4ccccc4C3C23C(=O)c2ccccc2C3=O)c(OC)c1 (stereo not given in full)	18%	-12%	-29%	-26%	-7	18*	45*
CCCS(=O)(=O)N1CCC(C(=O)NCCN(CC)c2ccccc2)CC1	29%	-4%	-9%	-4%	0	6	-3
O=C(c1ccccc1F)c1cc2c(cc1[N+](=O)[O-])OCCO2	-17%	5%	?	-2%	18	-2	-4
N#CCNC(=O)c1cccn1-c1ncc(C(F)(F)F)cc1Cl	0%	-15%	1%	-4%	-34	-2	-18
COc1ccc(/C=N/N=C2/SCC(=O)N2Cc2ccccc2)cc1	-31%	-3%	0%	1%	79	47*	86*
COc1ccc(NC(=O)N[C@@H](CCSC)C(=O)O)cc1OC	-4%	?	-2%	3%	2	-3	-4
Cc1ccc(-c2cc(C(=O)Nc3c(C)n(C)n(-c4ccccc4)c3=O)c3ccccc3n2)cc1	-15%	nt	nt	-7%	-63*	nt	nt
CC1CN(S(=O)(=O)c2ccc(NC(=O)CCCN3C(=O)c4ccccc4C3=O)cc2)CC(C)O1 (stereo not given)	27%	-2%	15%	0%	-4	-3	-12
Cc1noc(C)c1-c1ccc2ncnc(NCC3CCN(C)CC3)c2c1	nt	nt	0%	nt	nt	28	21
C/C(CCC1CC(C)OC1=O)=N\NC(N)=O (stereo not given)	-17%	1%	0%	9%	21	-3	-4
COc1ccc(CCNC(=O)CN(c2cc([N+](=O)[O-])ccc2OC)S(C)(=O)=O)cc1OC	2%	0%	4%	1%	7	-4	-7
O=C(O)c1cccc(Nc2ncnc3sccc23)c1	-18%	0%	-18%	-19%	-35	25*	41
CC(C)(C)c1ccc2c(c1)OC(C(=O)N/N=C\c1ccccn1)CO2 (stereo not given)	28%	?	2%	88%[activator]	8	9	42
Cc1cccc(N(CC(=O)NCCSCc2ccco2)S(=O)(=O)c2ccccc2)c1	-1%	6%	0%	7%	-29	-2	-22
COCC(=O)Nc1ccc(N(C)C)cc1	-6%	-5%	?	14%	11	13	39
COc1ccc(/C(C)=N/N2CCCCC2)c(O)c1	-7%	6%	9%	-3%	-12	12*	29
COc1ccc(C)cc1NC(=O)c1sc2ncnc(N3CCN(c4ccccn4)CC3)c2c1C	-15%	-2%	5%	1%	-12	-2	15
N/C(=N\OC(=O)CCCc1ccccc1)c1ccc(Br)cc1	-26%	4%	nt	51%[activator]	12	11	-23
O=C(Cc1noc2ccccc12)NNC(=S)Nc1ccc(Cl)cc1	-33%	5%	15%	36%[activator]	50	-8	-11
COc1ccc(C)cc1NS(=O)(=O)c1ccc(Cl)nc1	-25%	-8%	nt	0%	10	nt	nt
O=C(Nc1ccc(Cl)cc1F)c1ccccc1Br	-16%	-4%	13%	-4%	69	63*	130*
Cc1cc(C)c(OCCN(C)C)c(Cl)c1	-13%	0%	?	-8%	1	-1	-4
O=C(Nc1ccc(N2CCCC2)c(Cl)c1)c1cccs1	-19%	1%	-26%	-24%	15	71*	95*

Some of the entries above in another layout.
| SMILES | AmpC inh no detg | AmpC inh detg | Giardia FBPA inh | AMA1-RON2 inh | HCMV antiviral | Cycloheximide cs | Shiga inhibitor |
| --- | --- | --- | --- | --- | --- | --- | --- |
| COCC(=O)Nc1ccc(N(C)C)cc1 | -6% | -5% | ? | 14% | 11 | 13 | 39 |
| COc1ccc(/C(C)=N/N2CCCCC2)c(O)c1 | -7% | 6% | 9% | -3% | -12 | 12* | 29 |
| COc1ccc(C)cc1NC(=O)c1sc2ncnc(N3CCN(c4ccccn4)CC3)c2c1C | -15% | -2% | 5% | 1% | -12 | -2 | 15 |
| N/C(=N\OC(=O)CCCc1ccccc1)c1ccc(Br)cc1 | -26% | 4% | nt | 51%[activator] | 12 | 11 | -23 |

New compounds follow
SMILES	AmpC inh no detg	AmpC inh detg	Giardia FBPA inh	AMA1-RON2 inh	HCMV antiviral	Cycloheximide cs	Shiga inhibitor
O=[N+]([O-])c1c(C(Cl)Cl)nn(-c2ccc(Cl)cc2)c1N1CCCCC1	-29%	?	0%	?	-29	-3	-6
O=C(Nc1cccc(Br)c1)c1ccc(Cl)c(S(=O)(=O)N2CCOCC2)c1	-19%	11%	3%	12%	-98*	21*	35
O=C(CSc1cccc[n+]1[O-])c1cc(Cl)ccc1Cl	-26%	4%	?	77%[activator]	7	28*	78*
COc1ccccc1C(=O)N1CCc2ccccc21	-8%	?	-23%	-3%	-24	2	-1
COc1ccccc1/C=C/C(=O)NCCc1ccccn1	27%	-6%	2%	5%	131	55*	88*
COc1ccccc1N(CC(=O)Nc1ccccc1C(=O)N1CCOCC1)S(C)(=O)=O	-2%	-11%	-4%	9%	-10	-6	2
COc1cccc(CNC(=O)c2nnn(CC(=O)Nc3c(C)cccc3C)c2N)c1	-11%	-4%	2%	-1%	-27	0	-23
NS(=O)(=O)OCCCCCc1ccccc1	-17%	?	9%	-1%	28	14*	19
Cc1ccc2cn[nH]c2c1NC(=S)NC(=O)c1ccccc1	-27%	-2%	-14%	26%	6	-2	-13
COc1ccc(S(=O)(=O)N(C)C)cc1NC(=O)COC(=O)c1nn(C)c(=O)c2ccccc12	68%[activator]	?	10%	4%	0	-3	1
O=C(c1n[nH]c2c1CCC2)N1CCCC(Nc2cccc(F)c2)C1 (stereo not given)	1%	?	-2%	-1%	10	11	-2
Cc1occc1-c1nnc(SCC(=O)N2c3ccccc3CCc3ccccc32)n1C	35%	-9%	4%	-10%	-7	7	25
CC(NS(C)(=O)=O)C(c1cccs1)N1CCN(c2ccc(F)cc2)CC1 (stereo not given)	38%	-14%	-3%	-8%	33	6	-3
O=C(C1CCCN1C(=O)c1cccs1)N1CCN(S(=O)(=O)c2ccc(F)cc2)CC1 (stereo not given)	-4%	-5%	nt	-1%	?	nt	nt
Cn1c(=O)c2c(nc3n2CC(CO)O3)n(C)c1=O (stereo not given)	-11%	1%	-16%	0%	-11	1	-14
CCOC(=O)C1=C(C)Nc2ccccc2N/C1=N\S(=O)(=O)c1cc(C(=O)O)ccc1Cl	-1%	-3%	nt	25%	-4	nt	nt
CC1CN(c2snnc2C=C2C(=O)OC(C)(C)OC2=O)CC(C)O1 (stereo not given)	7%	4%	?	47%[activator]	-32	4	-8
O=C1/C(=C/c2cccnc2)SC(=S)N1N1CCOCC1	-9%	3%	3%	9%	-6	1	4
COc1cccc(C2=CC(=O)CC(C)(C)C2)c1	-15%	-2%	nt	21%	?	nt	nt
O=C1N/C(=N/N=C/c2ccccc2O)SC1Cc1ccc(F)cc1 (stereo not given)	-26%	2%	3%	3%	-66*	-2	21
Cc1cccc(NC(N)=S)c1	-21%	-8%	-5%	-6%	-21	9	-9
N#CCCn1[nH]c(-c2ccccc2)cc1=O	-13%	-1%	2%	-20%	-4	-7	-10
Cc1ccc(C(=O)Cn2nnc3ccccc32)cc1C	-14%	-1%	0%	1%	40	69*	140*
CC1(C(=O)N/N=C/c2cc3c(cc2Br)OCO3)CC1(Br)Br (stereo not given)	-30%	4%	nt	-13%	12	4	-12
CCCCC(=O)Nc1ccc(C(=O)NCCc2ccc(S(N)(=O)=O)cc2)cc1	-38%	-8%	1%	14%	-27	-2	32
Nc1nonc1-n1nnc(C(=O)N/N=C/c2ccc(OCc3ccc(F)cc3)cc2)c1COc1ccccc1	-42%	?	4%	0%	-73*	2	-6
O=S1(=O)C=C(SCc2ccc(Cl)c(Cl)c2)Nc2ccccc21	18µM*	1%	0%	0%	13	7	-12
COc1ccc(Nc2nc(N)nc(CSc3nnc(C)s3)n2)cc1	-29%	-7%	3%	9%	57	29*	56*

Screening data (PubChem)
